Assay outcomes deposited in PubChem BioAssay by Broad Institute.
PvdQ acylase – blocks Pseudomonas aeruginosa PvdQ acylase activity | purified PvdQ acylase, fluorescence plate reader | inhibition, % at 10 µM | 0.063% of 340,000 active | AID 488965; in the data active = inhibition above about 30%, passing the limit was not always enough;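 also: 0% = vehicle neutral wells and 100% = reference inhibitor wells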
NSD2 HMT inh – inhibitors of human histone methyltransferase NSD2. 0.54% of 310,000 active. inhibition, % at 12.5 µM. NSD2 peptide methylation, AlphaScreen, 120 min. AID 743445. O96028; in the data active = inhibition above about 50%
Target sequence (O96028 whole entry, looked up): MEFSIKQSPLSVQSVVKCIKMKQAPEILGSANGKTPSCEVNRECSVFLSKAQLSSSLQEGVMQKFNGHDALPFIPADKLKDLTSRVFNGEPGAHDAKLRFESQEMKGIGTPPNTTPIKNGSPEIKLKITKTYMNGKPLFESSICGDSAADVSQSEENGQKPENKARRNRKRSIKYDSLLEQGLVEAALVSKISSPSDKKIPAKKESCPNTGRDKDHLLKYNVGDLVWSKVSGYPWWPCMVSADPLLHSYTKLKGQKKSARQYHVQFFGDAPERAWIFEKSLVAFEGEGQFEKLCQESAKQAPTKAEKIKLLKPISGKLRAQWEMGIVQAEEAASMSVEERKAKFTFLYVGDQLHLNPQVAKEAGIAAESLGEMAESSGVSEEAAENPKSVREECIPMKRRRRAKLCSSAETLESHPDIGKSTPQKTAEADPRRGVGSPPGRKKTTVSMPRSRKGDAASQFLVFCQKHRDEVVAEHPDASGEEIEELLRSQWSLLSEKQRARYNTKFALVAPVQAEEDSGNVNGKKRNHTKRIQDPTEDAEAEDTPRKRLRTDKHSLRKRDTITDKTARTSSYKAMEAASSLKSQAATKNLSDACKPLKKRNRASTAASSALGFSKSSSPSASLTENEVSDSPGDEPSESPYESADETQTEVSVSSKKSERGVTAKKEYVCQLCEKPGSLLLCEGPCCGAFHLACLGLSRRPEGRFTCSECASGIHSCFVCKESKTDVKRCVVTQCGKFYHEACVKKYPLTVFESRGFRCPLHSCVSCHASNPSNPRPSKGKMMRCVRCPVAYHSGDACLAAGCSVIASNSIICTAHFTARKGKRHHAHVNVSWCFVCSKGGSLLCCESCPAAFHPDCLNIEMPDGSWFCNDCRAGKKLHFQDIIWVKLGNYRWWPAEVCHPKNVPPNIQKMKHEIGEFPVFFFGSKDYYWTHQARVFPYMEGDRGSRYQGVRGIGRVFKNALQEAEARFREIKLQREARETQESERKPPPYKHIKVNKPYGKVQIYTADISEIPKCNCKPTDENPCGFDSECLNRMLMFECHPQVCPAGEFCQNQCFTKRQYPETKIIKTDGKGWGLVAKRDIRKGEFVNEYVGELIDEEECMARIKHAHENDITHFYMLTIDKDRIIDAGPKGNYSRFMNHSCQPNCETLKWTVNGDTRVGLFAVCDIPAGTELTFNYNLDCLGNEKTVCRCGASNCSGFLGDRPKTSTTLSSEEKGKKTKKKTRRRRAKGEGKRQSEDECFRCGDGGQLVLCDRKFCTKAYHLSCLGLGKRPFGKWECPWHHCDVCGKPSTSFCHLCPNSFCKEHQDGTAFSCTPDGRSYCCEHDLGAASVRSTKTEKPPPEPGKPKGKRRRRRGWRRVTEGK
SUMO Mot1 rescue – blocks SUMOylation pathway, rescuing yeast Mot1-301 growth; S. cerevisiae Mot1-301 growth rescue, ATP luminescence, 38.5C; percent above DMSO median, 100 means doubled; growth rescue, % at 18.8 µM; 1% of 320,000 active; AID 2716;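 active = every valid replicate shows activation above 250% relative to neutral control wells; inactive = the rest, any valid replicate at or below 250%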;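 also: OY570 slx delta 5 strain wells were the positive control but not used for scaling; some compounds called inactive have numbers as strong as hits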
Rtt109 HAT inh – blocks Candida albicans Rtt109/Vps75 acetyltransferase activity. purified Rtt109/Vps75, ThioGlo CoA-SH fluorescence, 4 h. 0.16% of 330,000 active. inhibition, % at 34.9 µM;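 active = inhibition of at least 50% in every replicate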
An asterisk follows results filed as active; / = not tested or not shown.

Under each structure – Rtt109 HAT inh | NSD2 HMT inh | SUMO Mot1 rescue | PvdQ acylase
Cc1nc2ccc(P(=O)(O)O)cc2s1
    / | / | 234 | /
Oc1c(Br)cc(Br)cc1Oc1ccc(Br)cc1Br
    / | / | 150 | /
CC(C)(O)[C@H]1O[C@H]2CC[C@@]3(C)[C@@](O)(CC[C@H]4Cc5c([nH]c6ccccc56)[C@@]43C)C2=CC1=O
    / | / | 7 | /
CC[C@H]1CN2CC[C@@]3(C(=O)Nc4ccccc43)[C@@H]2C[C@@H]1/C(=C\OC)C(=O)OC
    / | / | -14 | /
CCN1C[C@@]2(COC)C3[C@@H](OC)[C@H]4[C@@H]1[C@@]3(C1C[C@@]3(O)[C@H](OC(=O)c5ccccc5)C1[C@]4(OC(C)=O)[C@@H](O)[C@H]3OC)[C@@H](OC)C[C@H]2O (some centres undefined)
    / | / | 6 | /
O=C(O)C(Cl)(Cl)Cl
    / | / | 5 | /
CN1C(=O)N(C)C(=O)C2(Cc3cc(N)ccc3N3CCN(c4ccccc4F)CC32)C1=O (centres undefined)
    / | / | 9 | /
C[C@]12CCC(=O)C[C@H]1CC[C@@H]1[C@@H]2CC[C@]2(C)[C@@H](O)CC[C@@H]12
    / | / | 250 | /
COc1ccc(-c2csc(NC(=O)COC(=O)Cc3ccccc3)n2)cc1OC
    / | / | -3 | /
C/C(=N\N1CCCCCC1)c1c(O)n(C)c(=O)n(C)c1=O
    / | / | 55 | /
NC1=C([N+](=O)[O-])C(c2ccc3c(c2)OCO3)c2c(c3ccccc3oc2=O)O1 (centres undefined)
    / | / | 97 | /
Cc1ccc2c(c1)=C/C(=C\c1c(O)[nH]c(=S)[nH]c1=O)C(=O)N=2
    / | / | 14 | /
CCCCC/C=C\C/C=C\C/C=C\C/C=C\CCCC(=O)Nc1ccc(O)cc1
    / | / | 5 | /
CC1CCN(S(=O)(=O)c2ccc(NN=C(C#N)C#N)cc2)CC1
    / | / | -25 | /
CSC1=NP(=S)(SC)N(C)c2nc3n(c21)CCC3 (centres undefined)
    / | / | -20 | /
N[C@@H](Cc1cc(Br)c(O)c(Br)c1)C(=O)O
    / | / | 24 | /
CC[C@@H]1C=CC=CC[C@H](C)[C@@H](O)[C@@H](C)C(=O)[C@H](C)[C@@H](O)[C@H](C)C(=O)[C@H](C)[C@@H](O)[C@H](C)C=CC(=O)O[C@H]2[C@@H](C)[C@@H](CC1)O[C@@]1(CC[C@@H](C)[C@@H](C[C@H](C)O)O1)[C@@H]2C
    / | / | 8 | /
CN[C@@H]1C[C@@H](c2ccc(Cl)c(Cl)c2)c2ccccc21
    / | / | 8 | /
C[C@]12CCC3C(CC[C@H]4C[C@@H](O)CC[C@]34C)C1C[C@@H](Br)[C@@H]2O (some centres undefined)
    / | / | 8 | /
O=[N+]([O-])c1cc(F)c(N2CCCC2)cc1N1CCNCC1
    / | / | 3 | /
CNCCc1c[nH]c2ccccc12
    / | / | 24 | /
COC1=CC(=O)[C@]2(C=C1OC)OC[C@@H]1Oc3c(ccc4c3C=CC(C)(C)O4)C(=O)[C@@H]12
    / | / | -18 | /
CCOC(=O)c1ccc(NC(=O)C2C3C=CC(O3)C2C(=O)O)cc1 (centres undefined)
    / | / | 28 | /
C=CCN(CC#CCOc1ccccc1OC)CC=C
    / | / | 30 | /
COc1cc(N)c(Cl)cc1C(=O)NC1CN2CCC1CC2 (centres undefined)
    / | / | 14 | /
Oc1ccc2c3c1O[C@H]1c4[nH]c5ccccc5c4C[C@@]4(O)C(C2)N(CC2CC2)CC[C@]314
    / | / | -4 | /
CC1=CP(=O)(Oc2ccc([N+](=O)[O-])cc2)CC1 (centres undefined)
    / | 10 | / | /
C[C@]12CC[C@@H](O)CC1=CC(=O)C1C2CC[C@]2(C)C(=O)[C@H](O)CC12 (some centres undefined)
    / | 4 | / | /
C[C@]12CCC3C(CC[C@H]4C[C@@H](O)CC[C@]34C)C1=CC[C@@H]2O (some centres undefined)
    / | -7 | / | /
CC(NC(=O)OC1CC2CCC1(C)C2(C)C)P(=O)(Oc1ccccc1)Oc1ccccc1 (centres undefined)
    / | -1 | / | /
CCCC1(CC(C)CC)C(=O)NC(=O)NC1=O (centres undefined)
    / | -1 | / | /
O=C(NC1CN2CCC1CC2)c1cc(-c2ccc(Cl)cc2)nc2ccccc12 (centres undefined)
    / | 3 | / | /
Clc1ccccc1CNCCc1c[nH]c2ccccc12
    / | 5 | / | /
Cc1ncc(C(=O)O)n1C(C)c1ccccc1 (centres undefined)
    / | -7 | / | /
CN1CCCCC1Cc1ccccc1 (centres undefined)
    / | 4 | / | /
C=C(C)CC1(CC)C(=O)NC(=S)NC1=O
    / | 2 | / | /
NN=C1C(Cl)=C(Cl)C(Cl)=C1Cl
    / | 4 | / | /
CN(c1ccc(O)cc1)c1ccc([N+](=O)[O-])c2nonc12
    / | 53* | / | /
Cc1ccc(-n2c(=S)[nH]c3ccccc3c2=O)cc1C
    / | 0 | / | /
CC(C)(C)c1cc(O)ccc1O
    / | -3 | / | /
CC[C@H](C(N)=O)N1CCCC1=O
    / | -3 | / | /
C1=NCCCN2CCCCC12 (centres undefined)
    / | -3 | / | /
CC(C)(C)Cc1nnc(NC(=O)COc2ccc(Cl)cc2Cl)o1
    / | -4 | / | /
CC1=C(C)CN2CC(C#N)=C(N)C2C1 (centres undefined)
    / | 7 | / | /
Cc1cc(C)c(C)c(C(O)(C(=O)O)c2ccccc2)c1 (centres undefined)
    / | 2 | / | /
COc1ccccc1CNCCc1cccc(Cl)c1
    / | 4 | / | /
Cc1ccc(-n2c(=O)[nH]c3ccccc3c2=O)cc1[N+](=O)[O-]
    / | 2 | / | /
Cc1cc(C)c(NC2=NCCS2)cc1C
    / | 2 | / | /
O=C1C=C2c3ccccc3CC(C(=O)O)C2CC1 (centres undefined)
    / | -3 | / | /
CCN1C(=O)CC(=O)N(CC)C1=S
    / | 1 | / | /
NC1=NC(c2cccnc2)n2c(nc3ccccc32)N1 (centres undefined)
    / | -2 | 1 | /
FCCN(CCF)c1cccc(Cl)c1
    / | -1 | 3 | /
COCCNP(=O)(c1ccccc1)c1nc2ccccc2s1 (centres undefined)
    / | 0 | -11 | /
COc1ccc(CN2CCN(c3ccccc3F)CC2)c(OC)c1
    / | 3 | -5 | /
O=[N+]([O-])c1cc(-c2ccc([As](=O)(O)O)cc2)ccc1[As](=O)(O)O
    / | 8 | 19 | /
COc1ccc(CCn2c(O)c(C=Nc3ccc(F)cc3)c(=O)[nH]c2=O)cc1OC
    / | 2 | 17 | /
O=c1[nH]c(=O)n(Cc2ccco2)c(O)c1C=NC1CCN(Cc2ccccc2)CC1
    / | 4 | 6 | /
COc1ccc(/C=C2/C(=O)NC(=O)N(C3CCCCC3)C2=O)cc1CSc1ccccn1
    / | 9 | -13 | /
C/C(=N\NC(=O)c1ccccc1)c1c(O)n(Cc2ccccc2)c(=O)[nH]c1=O
    / | 1 | -14 | /
O=[N+]([O-])c1ccc(NCc2ccccc2)c2nonc12
    / | 1 | 37 | /

As a working copy, part of the list above.
Under each structure – Rtt109 HAT inh | NSD2 HMT inh | SUMO Mot1 rescue | PvdQ acylase
CC[C@H](C(N)=O)N1CCCC1=O
    / | -3 | / | /
C1=NCCCN2CCCCC12 (centres undefined)
    / | -3 | / | /

Following part
Under each structure – Rtt109 HAT inh | NSD2 HMT inh | SUMO Mot1 rescue | PvdQ acylase
Cc1ccccc1NC(=O)c1cc(-c2ccccc2)n(CCCN2CCOCC2)c1C
    / | 5 | 16 | /
CC/C(=N\NC(=O)c1ccccc1)c1c(O)n(Cc2ccccc2)c(=O)[nH]c1=O
    / | 0 | 192 | /
COc1ccc(C2c3c(nc(C)[nH]c3=O)Oc3c2c(=O)oc2ccccc32)cc1 (centres undefined)
    / | -2 | -7 | /
O=C1/C(=C\c2ccncc2)N2CCC1CC2
    / | -1 | 16 | /
COc1ccc(C(O)C(C)NC(C)C(O)c2ccc(OC)cc2)cc1 (centres undefined)
    / | -4 | 9 | /
CCOP(=O)(OCC)c1cccc(OP(=O)(c2cccc([N+](=O)[O-])c2)c2cccc([N+](=O)[O-])c2)c1
    / | 1 | 13 | /
CC1(C(=O)O)CCCC2(C)c3cc(O)ccc3CCC12 (centres undefined)
    / | -1 | 3 | /
CSc1ccc(CN2CCN(C(=O)Cc3ccccc3)CC2)cc1
    / | 6 | 137 | /
CCCC(=O)c1cc(CP(=O)(OCC)OCC)oc1C
    / | -2 | -10 | /
Cc1c(C(=O)Nc2ccccc2)cc(-c2ccccc2)n1CCCN1CCOCC1
    / | 4 | -6 | /
Clc1ccccc1C1=NCc2nncn2-c2sc(Br)cc21
    / | -1 | 87 | /
O=c1[nH]c(=O)n(Cc2ccccc2)c(O)c1/C=N/NCCO
    / | -1 | 12 | /
CN1CC=C(/C=C/c2ccc(-c3ccccc3)cc2)CC1
    / | 6 | -8 | /
C=C1CC[C@@]2(O)[C@H]3Cc4ccc(O)c5c4[C@@]2(CCN3CC2CC2)[C@H]1O5
    1 | / | -5 | -1

In the list so far, these have sulfur.
Under each structure – Rtt109 HAT inh | NSD2 HMT inh | SUMO Mot1 rescue | PvdQ acylase
Cc1nc2ccc(P(=O)(O)O)cc2s1
    / | / | 234 | /
COc1ccc(-c2csc(NC(=O)COC(=O)Cc3ccccc3)n2)cc1OC
    / | / | -3 | /
Cc1ccc2c(c1)=C/C(=C\c1c(O)[nH]c(=S)[nH]c1=O)C(=O)N=2
    / | / | 14 | /
CC1CCN(S(=O)(=O)c2ccc(NN=C(C#N)C#N)cc2)CC1
    / | / | -25 | /
CSC1=NP(=S)(SC)N(C)c2nc3n(c21)CCC3 (centres undefined)
    / | / | -20 | /
C=C(C)CC1(CC)C(=O)NC(=S)NC1=O
    / | 2 | / | /
Cc1ccc(-n2c(=S)[nH]c3ccccc3c2=O)cc1C
    / | 0 | / | /
Cc1cc(C)c(NC2=NCCS2)cc1C
    / | 2 | / | /
CCN1C(=O)CC(=O)N(CC)C1=S
    / | 1 | / | /
COCCNP(=O)(c1ccccc1)c1nc2ccccc2s1 (centres undefined)
    / | 0 | -11 | /
COc1ccc(/C=C2/C(=O)NC(=O)N(C3CCCCC3)C2=O)cc1CSc1ccccn1
    / | 9 | -13 | /
CSc1ccc(CN2CCN(C(=O)Cc3ccccc3)CC2)cc1
    / | 6 | 137 | /
Clc1ccccc1C1=NCc2nncn2-c2sc(Br)cc21
    / | -1 | 87 | /

These rows are one share of the data (hit frequency here may not be typical).
